# Screens as filed in PubChem.
# WRN inhibitor = WRN helicase (human) inhibition; Potency, µM (top dose mostly 114 µM), without a hit: top-dose activity change, negative = inhibition, most hits filed as inhibitors; WRN helicase unwinding, fluorescent forked duplex, kinetic; actives 0.46% (n = 360,000); AID 651768; also: potency is read from the fitted curve at half-maximal effect; % is scaled to controls: 0 for no effect and ±100 for the full control effect; nearly all actives have a fitted effect of over 55% in size
#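 Kinetic red-fluorescence monitoring (525/598 nm) tracks WRN helicase activity after 100 nM fluorophore-quencher forked duplex and 2 mM ATP are added to 20 nM enzyme pretreated 15 min at room temperature with compound.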
# aSyn yeast inh = inhibitors of alpha-synuclein toxicity in yeast; Potency, µM (top dose mostly 46.1 µM), for inactives: at the top dose growth rescue (activation), hits mostly activators; AID 652106; actives 0.14% (n = 370,000); Yeast expressing alpha-synuclein, growth rescue, BacTiter-Glo, 24 h; also: potency is read from the fitted curve at half-maximal effect; % of control where 0% means no effect; nearly all actives have a fitted effect of over 65% in size
#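 Screening used galactose-induced yeast with toxic alpha-synuclein levels, exposed to compound for 24 hr at 30 deg C. Cell growth, read with BacTiter-Glo luminescence, gave the measured signal.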
# IL2 activator = IL-2 activation; actives 0.065% (n = 360,000); AID 652025; activation, % (series mostly up to about 46 µM); IL-2 activation reporter assay, cell-based qHTS; stimulated with anti-CD3/CD4/CD28 beads; in transgenic mouse T cells; in the data active = activation above about 50%; inconclusive = mostly about 30% to 49%; also: 0% is about no effect
#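 Screening format: compound pinned onto unstimulated transgenic mouse T cells, 60 min incubation, then anti-CD3/anti-CD4/anti-CD28 bead stimulation for 18 hours at 37 degrees C, followed by EGFP and DsRed detection.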
# FUS suppressor = rescues growth of FUS-expressing yeast; S. cerevisiae FUS-expressing, growth rescue, OD600, 24 h; Potency, µM (highest dose often 76.6 µM), for inactives: at the top dose growth rescue (activation), usual class: activators; actives 0.24% (n = 390,000); AID 1347120;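 also: potency is read from the fitted curve at half-maximal effect; plate controls were DMSO vehicle for no effect and reference control for full effect; nearly all actives have a fitted effect of over 55% in size; some results filed as inactive show a strong effect at the top dose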
#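 Quantitative HTS measuring growth restoration of FUS-toxic yeast. Galactose-induced cells (OD 0.005) were exposed 24hr at 30C to compounds at several concentrations, then absorbance at 600 nm was recorded.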
# EPAC1 ag = EPAC1 (human) agonism | O95398 | EPAC1 agonist qHTS, biochemical assay; response scale: 100% = response to 6.5 mM cAMP | Potency, µM (doses to about 154 µM), without a hit: top-dose activation, most hits filed as activators | actives 0.073% (n = 360,000); also: potency is read from the fitted curve at half-maximal effect; nearly all actives have a fitted effect of over 60% in size
#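 EPAC1 100 nM, Rap1B–BODIPY-GDP 250 nM, unlabeled GDP 50 uM; compound titration; 5 min RT; kinetic read ex480/em540 at 5-min intervals ×30 min; data normalized to 6.5 mM cAMP agonist control.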
# Abeta rescue = restores growth of yeast expressing A-beta42 peptide. yeast expressing A-beta42, growth rescue, OD600, 48 h; response scale: 0% DMSO, 100% iron-clioquinol control. Potency, µM (series often up to 46.1 µM), for the others: at the highest dose growth rescue, most hits filed as activators. actives 0.063% (n = 410,000). AID 1347071; also: potency is read from the fitted curve at half-maximal effect; nearly all actives have a fitted effect of over 55% in size
#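 Growth rescue measured by 600 nm absorbance after 48 h yeast culture at 30 C with compound. Values normalized between DMSO and an equimolar ferric chloride plus clioquinol control.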
# PI5P4Ka inh = PI5P4K alpha (human) kinase inhibition. P48426. PI5P4Kalpha enzyme, ADP-Glo luminescence, 60 min; hits give low values. max response, %. actives 1.2% (n = 330,000). AID 652105; active = max response of -50% or lower; inconclusive = between -30% and -50%; inactive = -30% or higher; also: value at the top dose of about 77 µM; % is scaled to controls: 0 for no effect and ±100 for the full control effect
#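 Reactions run in 0.038 M HEPES pH 7.4, 0.28 mM EGTA, 0.1% CHAPS and 5% DMSO, with PI5P4Kalpha, substrate, compound and 5 microM ATP final, one hour at room temperature. Readout is ADP-Glo luminescence.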
# EPAC1 antagonist = antagonists of human EPAC1. EPAC1 GEF assay, Rap1b-BODIPY-GDP exchange fluorescence. Potency, µM (titrated, usually from 115 µM), for the others: at the highest dose activity change, negative = inhibition, actives largely listed as inhibitors. O95398. actives 0.14% (n = 360,000);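 also: potency is read from the fitted curve at half-maximal effect; plate controls were vehicle for no effect and positive control for full effect; nearly all actives have a fitted effect of over 50% in size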
# PLK1 PBD block = PLK1 (human) polo-box domain binding inhibition; Potency, µM, for the others: max response, negative = inhibition, actives largely listed as inhibitors; AID 720504; actives 2.8% (n = 360,000); Plk1 PBD binding of FITC phosphopeptide, fluorescence polarization; also: potency is read from the fitted curve at half-maximal effect; series mostly up to about 57 µM; % is scaled to controls: 0 for no effect and ±100 for the full control effect; nearly all actives have a fitted effect of over 65% in size
# * = called active by the depositor; ? = inconclusive; . = not tested or not shown; & = joins results of further samples; [ ] = remark or other dose. Unless noted, calls follow the shape of the dose curve; as a rule, active = well fitted curve in the direction sought with a large enough effect; inconclusive = small, poorly fitted or top-dose-only effect, or another doubt; inactive = no such curve, though single readings can be large; an effect the other way counts as inactive or inconclusive.
# Order of values – aSyn yeast inh | PLK1 PBD block | PI5P4Ka inh | WRN inhibitor | IL2 activator | EPAC1 ag | FUS suppressor | EPAC1 antagonist | Abeta rescue
- CCCCCCSc1ccc([C@@H]2[C@@H]3C(=O)N(C)C(=O)[C@@H]3[C@]3(C(=O)OC)CCCCN23)cc1
  6% | -1% | 14 | -19% | -2.7 | -13% | 41% | -10% | 7%
- CCN1/C(=C/c2ccc3ccccc3[n+]2CC)C=Cc2ccccc21
  -50%[inhibitor] | -22% | ? | 45µM* | 7.1 | -9% | 12% | ? | -62%[inhibitor]
- O=C(CSc1n[nH]c(-c2cccs2)n1)N1CCCc2ccccc21
  -7% | -8% | . | 6% | -1.5 | 1% | 11% | -15% | -9%
- Cc1ccc(S(=O)(=O)CCC(=O)Oc2ccc(-c3nnco3)cc2)cc1
  1% | -18% | -4 | -2% | -0.1 | 0% | 7% | -13% | 6%
- Nc1ccccc1Oc1ncc(C(F)(F)F)cc1Cl
  19% | -3% | . | -11% | -3.0 | -1% | 3% | -4% | -27%
- CCc1ccc(NC(=O)CCc2ccc(C)o2)cc1
  -9% | -11% | 3 | -9% | 0.9 | -8% | -18% | -13% | -9%
- CC(C(=O)O)c1cccc(C(=O)c2ccccc2)c1 (stereo not drawn)
  -7%&1% | -7% | -2 | 1% | -0.2 | -7% | -21% | -2% | -18%
- COc1ccc(-c2nc3ccc(C)cn3c2Cc2ccsc2)cc1OC
  8% | -11% | 0 | -4% | -0.7 | 8% | -14% | -11% | -23%
- COCCCNc1c2c(nc3nnnn13)CCCC2
  -3% | -14% | -5 | -31% | -1.0 | 10% | 11% | 7% | 9%
- Cc1ccc(C(=O)O/N=C(\N)c2cccnc2)cc1[N+](=O)[O-]
  -11% | -4% | 2 | 5% | 0.4 | 7% | 3% | -4% | -14%
- N#Cc1ccccc1S(=O)(=O)N1CCN(C(=O)CCC2CCCC2)CC1
  6% | -6% | 7 | -1% | 0.6 | 13% | 2% | -7% | -2%
- COc1ccc(N2CC(O)=C(c3n(C)c4ccccc4[n+]3C)C2=N)cc1
  -5% | 27µM* | -19 | 11% | 1.1 | -9% | -8% | 8% | -21%
- Cn1c(SCC(=O)Nc2ccccc2F)nnc1-c1ccc(S(=O)(=O)N2CCOCC2)cc1
  -1% | -10% | . | 9% | -1.1 | 8% | 16% | -15% | 5%
- COc1ccccc1-c1ccc(SCc2cccc(C)c2)nn1
  7% | 1% | 1 | -7% | 0.1 | 14% | 4% | 9% | 10%
- CCCc1cc2c(cc1NS(=O)(=O)c1ccc(CCNC(C)=O)cc1)OCO2
  5% | -2% | . | 2% | 1.3 | -8% | 3% | 0% | 13%

# Shown bar-delimited: entries from further up.
SMILES | aSyn yeast inh | PLK1 PBD block | PI5P4Ka inh | WRN inhibitor | IL2 activator | EPAC1 ag | FUS suppressor | EPAC1 antagonist | Abeta rescue
CCN1/C(=C/c2ccc3ccccc3[n+]2CC)C=Cc2ccccc21 | -50%[inhibitor] | -22% | ? | 45µM* | 7.1 | -9% | 12% | ? | -62%[inhibitor]
O=C(CSc1n[nH]c(-c2cccs2)n1)N1CCCc2ccccc21 | -7% | -8% | . | 6% | -1.5 | 1% | 11% | -15% | -9%
Cc1ccc(S(=O)(=O)CCC(=O)Oc2ccc(-c3nnco3)cc2)cc1 | 1% | -18% | -4 | -2% | -0.1 | 0% | 7% | -13% | 6%
Nc1ccccc1Oc1ncc(C(F)(F)F)cc1Cl | 19% | -3% | . | -11% | -3.0 | -1% | 3% | -4% | -27%
CCc1ccc(NC(=O)CCc2ccc(C)o2)cc1 | -9% | -11% | 3 | -9% | 0.9 | -8% | -18% | -13% | -9%
CC(C(=O)O)c1cccc(C(=O)c2ccccc2)c1 (stereo not drawn) | -7%&1% | -7% | -2 | 1% | -0.2 | -7% | -21% | -2% | -18%
COc1ccc(-c2nc3ccc(C)cn3c2Cc2ccsc2)cc1OC | 8% | -11% | 0 | -4% | -0.7 | 8% | -14% | -11% | -23%
COCCCNc1c2c(nc3nnnn13)CCCC2 | -3% | -14% | -5 | -31% | -1.0 | 10% | 11% | 7% | 9%
Cc1ccc(C(=O)O/N=C(\N)c2cccnc2)cc1[N+](=O)[O-] | -11% | -4% | 2 | 5% | 0.4 | 7% | 3% | -4% | -14%
N#Cc1ccccc1S(=O)(=O)N1CCN(C(=O)CCC2CCCC2)CC1 | 6% | -6% | 7 | -1% | 0.6 | 13% | 2% | -7% | -2%
COc1ccc(N2CC(O)=C(c3n(C)c4ccccc4[n+]3C)C2=N)cc1 | -5% | 27µM* | -19 | 11% | 1.1 | -9% | -8% | 8% | -21%
Cn1c(SCC(=O)Nc2ccccc2F)nnc1-c1ccc(S(=O)(=O)N2CCOCC2)cc1 | -1% | -10% | . | 9% | -1.1 | 8% | 16% | -15% | 5%
